From PubChem BioAssay
MEKK3 PB1 HTS = modulators of MEKK3-MEK5 PB1 binding, primary screen, biochemical, wildtype MEKK3, multiplex bead flow cytometry, Alexa488-MEK5; Mitogen-activated protein kinase kinase kinase 3 (Homo sapiens), Q99759; bead-based flow cytometry, Alexa488-MEK5 binding to MEKK3; actives lie on both sides; 0 = blocked by unlabeled MEK5, 100 = vehicle; binding response (% of control), % at 10 µM; actives 1.4% (n = 290,000); AID 1529, 2009;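 active means binding response more than 3 SD above or below the average of its plate-row segment, actives on both sides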;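 further: Alexa488 bead fluorescence after subtracting the streptavidin-only scavenger bead signal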
MEKK2wt PB1 HTS = modulators of MEK5 binding to wildtype MEKK2, primary screen, biochemical, multiplex bead flow cytometry, Alexa488-MEK5. binding response (% of control), % at 10 µM. Alexa488-MEK5 binding to MEKK2 WT; actives lie on both sides. Mitogen-activated protein kinase kinase kinase 2 (Homo sapiens), Q9Y2U5. actives 1.1% (n = 290,000); in the data active means binding response below about 67% or above about 130%
NALP1 inh = NALP1 inflammasome inhibitors in reconstituted yeast, colorimetric, S. cerevisiae, triplicate retest; S. cerevisiae NALP1/ASC/caspase-1 growth, X-gal OD620, 72 h; AID 2071, 2009; actives 0.61% (n = 280,000); inhibition, % at 10 µM; in the data active means inhibition mostly above about 24%, no sharp cut-off; inactive means mostly below about 32%; further: some compounds called inactive have numbers as strong as hits
GPR7 antagonist = GPR7 receptor antagonists, primary screen, cell-based, fluorescence, single concentration; inhibition, % at 4.4 µM; actives 1.1% (n = 290,000); Neuropeptides B/W receptor type 1 (Homo sapiens), P48145; GPR7-expressing cells, fluorescence antagonist assay; in the data active means inhibition above about 16%, passing the limit was not always enough;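 further: cells stimulated with the agonist NPW; 0% = agonist with vehicle and 100% = vehicle without agonist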
Target sequence (P48145 whole entry, looked up): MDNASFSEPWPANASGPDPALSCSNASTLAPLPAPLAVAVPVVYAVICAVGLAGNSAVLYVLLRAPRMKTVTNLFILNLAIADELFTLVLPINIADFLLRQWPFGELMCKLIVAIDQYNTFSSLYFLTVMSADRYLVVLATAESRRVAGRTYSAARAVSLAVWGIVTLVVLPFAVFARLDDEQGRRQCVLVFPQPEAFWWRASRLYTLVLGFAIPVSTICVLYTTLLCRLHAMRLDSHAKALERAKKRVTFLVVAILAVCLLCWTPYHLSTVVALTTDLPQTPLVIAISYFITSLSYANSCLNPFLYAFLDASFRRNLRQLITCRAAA
V1aR counter = agonists of human V1a receptor, primary screen, counter-screen for OXTR agonist project, fluorescence, CHO-V1R cells; Vasopressin V1a receptor (Homo sapiens), P37288; Fluo-8 calcium fluorescence, agonist mode; 0% DMSO, 100% 3 nM vasopressin; activation, % at 3 µM; actives 0.25% (n = 320,000); AID 2797, 2010;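 active means activation above the mean activation of all tested compounds plus 3 SD, per screening run, cut at about 20% in these data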;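 further: signal is peak over basal fluorescence ratio across a 100 second FLIPR read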
PHOSPHO1 block = PubChem AID 1565. inhibition, % at 13.3 µM. recombinant PHOSPHO1, absorbance phosphatase assay. actives 1.1% (n = 290,000). Phosphoethanolamine/phosphocholine phosphatase (Homo sapiens), Q8TCT1; in the data active means inhibition above about 60%
Target sequence (Q8TCT1 whole entry, looked up): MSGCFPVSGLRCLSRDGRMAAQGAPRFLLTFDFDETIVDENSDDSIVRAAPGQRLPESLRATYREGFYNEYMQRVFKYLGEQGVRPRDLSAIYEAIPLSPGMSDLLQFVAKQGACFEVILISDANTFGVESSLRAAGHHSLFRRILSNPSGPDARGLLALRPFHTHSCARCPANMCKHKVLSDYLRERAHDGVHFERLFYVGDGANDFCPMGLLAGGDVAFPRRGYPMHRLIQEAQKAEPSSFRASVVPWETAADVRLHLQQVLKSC
OXTR agonist = human OXTR agonists, primary screen, fluorescence, CHO-OTR cells, Fluo-8 calcium | activation, % at 3 µM | Fluo-8 calcium fluorescence; normalized: DMSO 0%, oxytocin 100% | actives 0.32% (n = 320,000) | Oxytocin receptor (Homo sapiens), P30559 | AID 2435, 2010;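 active means activation above the mean of all tested compounds plus 3 SD, cutoff set per screening run, cut at about 20% in these data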;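 further: peak over basal fluorescence ratio from a 100 s FLIPR kinetic read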
Target sequence (P30559 whole entry, looked up): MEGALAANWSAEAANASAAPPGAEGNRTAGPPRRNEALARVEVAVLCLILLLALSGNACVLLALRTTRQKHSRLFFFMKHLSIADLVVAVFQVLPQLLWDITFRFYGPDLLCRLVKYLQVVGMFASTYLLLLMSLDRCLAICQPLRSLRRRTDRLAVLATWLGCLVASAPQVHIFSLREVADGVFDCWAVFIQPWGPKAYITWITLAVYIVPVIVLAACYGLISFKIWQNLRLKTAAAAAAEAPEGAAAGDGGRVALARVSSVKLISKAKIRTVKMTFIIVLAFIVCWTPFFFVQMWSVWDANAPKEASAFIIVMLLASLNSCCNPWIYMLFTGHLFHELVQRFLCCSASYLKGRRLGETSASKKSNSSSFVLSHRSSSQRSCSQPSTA
MEKK2 mut-MEK5 = MEK5 binding signal on mutant MEKK2 PB1, primary screen, biochemical, multiplex bead flow cytometry, Alexa488-MEK5. Alexa488-MEK5 binding to MEKK2 mutant. percent response, % at 10 µM. actives 0.35% (n = 290,000); in the data active means percent response above about 24%, passing the limit was not always enough; further: inactives centre near 1; some results filed as inactive read as strong as hits; reference of the scale not given here
GalR3 antag = GalR3 antagonists in HEK293 cells, primary screen, cell-based, fluorescence readout. Galanin receptor type 3 (Homo sapiens), O60755. HEK293 GalR3-CNG cAMP membrane potential fluorescence; galR3 body fused to GalR1 C-terminus. inhibition, % at 3 µM. actives 0.44% (n = 360,000). AID 651719, 2012;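 active means inhibition above the screen-wide average plus 3 SD, cut at about 13% in these data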;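 further: forskolin and galanin both at EC90 stimulate the cells; cAMP rise reported by CNG channel membrane potential dye signal; 0% = forskolin plus galanin with DMSO and 100% = forskolin alone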
Active calls of the source: *; x = no result given.

The line under a structure holds: MEKK3 PB1 HTS | MEKK2wt PB1 HTS | NALP1 inh | GPR7 antagonist | V1aR counter | PHOSPHO1 block | OXTR agonist | MEKK2 mut-MEK5 | GalR3 antag
Cc1ccc(CN2CCNC(=O)C2CC(=O)N(C)C(C2CC2)C2CC2)o1 (configuration not stated)
→ 103.0 | 101.0 | -16.4 | -13.0 | -0.7 | 1.2 | -0.8 | 9.0 | -3.1
COc1ccc(-c2occ(C(=O)O)c2C(=O)O)cc1
→ 101.0 | 105.0 | -5.0 | 14.4 | -0.1 | 30.5 | 1.1 | -1.0 | -7.4
CCCS(=O)(=O)N1CCCC(C(=O)NCCN2CCC(Cc3ccccc3)CC2)C1 (configuration not stated)
→ 105.0 | 106.0 | 2.1 | -13.8 | 1.4 | -7.4 | 0.9 | 11.0 | -5.6
COC1CCCN(Cc2nc(Cc3ccccc3F)no2)C1 (configuration not stated)
→ 114.0 | 102.0 | -3.9 | -7.3 | -0.1 | 35.3 | -1.0 | -3.0 | -1.4
COc1ccc(-c2csc(C3=C(O)CN(C(C)C)C3=N)n2)cc1OC
→ 98.0 | 98.0 | 11.9 | -5.9 | -0.6 | -5.9 | -1.0 | -1.0 | -0.8
CC(C)CC(C(=O)Oc1ccc2c3c(c(=O)oc2c1)CCC3)N1C(=O)c2ccccc2C1=O (configuration not stated)
→ x | x | 32.4 | -5.4 | x | -17.3 | x | x | -4.7
CC(=O)N(c1nc(/C=C\C(=O)O)cs1)c1ccccc1F
→ 104.0 | 106.0 | x | -11.1 | 11.4 | 28.5 | -0.3 | 10.0 | -3.1
COc1ccccc1/C=C1\C(=O)Nc2ccccc21
→ 105.0 | 102.0 | -1.6 | -19.6 | x | 14.1 | x | 5.0 | -9.7
CCOC(=O)CCCc1sc(N)nc1-c1[nH]c(=O)[nH]c1C
→ 108.0 | 109.0 | 26.6 | 3.7 | 0.2 | 87.5* | -0.6 | 8.0 | x
O=C(c1cc([N+](=O)[O-])[nH]n1)N1CCSCC1
→ 70.0 | 78.0 | 12.3 | -6.5 | 1.2 | 44.1 | -0.2 | -23.0 | -2.2
CCOc1cc2c(cc1OC)C(c1cccc([N+](=O)[O-])c1)NCC2 (configuration not stated)
→ 103.0 | 103.0 | 4.8 | -3.3 | 0.6 | 33.9 | 1.4 | 3.0 | -4.2
Cc1nn(CC(=O)NCc2cccnc2)c(C)c1[N+](=O)[O-]
→ 85.0 | 92.0 | 33.3 | -4.7 | 1.1 | 17.9 | 0.5 | -6.0 | -0.9
O=C(c1ccc2c(c1)OCO2)N1CCC2(CC1)Oc1ccc(Cl)cc1C(=O)C21CC(c2ccccc2)=NO1 (configuration not stated)
→ 104.0 | 97.0 | x | x | 0.3 | 29.7 | -1.2 | 4.0 | -5.2
COc1cccc(C(=O)c2ncc(C(F)(F)F)cc2Cl)c1
→ 94.0 | 94.0 | 0.8 | -3.5 | -1.3 | -10.2 | -1.8 | -5.0 | 5.2
CCCCN(CCCC)S(=O)(=O)c1ccc(OC)c2ncccc12
→ 104.0 | 111.0 | 4.0 | 7.5 | -0.6 | -26.6 | -1.5 | 9.0 | -0.1
CCN(CC)CCNCC(O)(c1ccc(Cl)cc1)c1ccc(Cl)cc1
→ 117.0 | 122.0 | 7.4 | 15.5 | 8.9 | -3.4 | 12.0 | 7.0 | -6.4
COc1ccc(C2C(C(=O)c3cccs3)=C(O)C(=O)N2Cc2cccnc2)cc1OC (configuration not stated)
→ 98.0 | 89.0 | 12.8 | 0.0 | -0.6 | 36.6 | 0.5 | -10.0 | -4.1
COC(=O)c1ccc(C(=O)OC)c(NC(=O)COC(=O)C2CCC(C(C)(C)C)CC2)c1 (configuration not stated)
→ 97.0 | 91.0 | -1.1 | -2.1 | -0.2 | -7.1 | 0.3 | 8.0 | -5.0
Cc1cc(/C=C2\SC(=Nc3ccc(N4CCOCC4)cc3)N(C)C2=O)c(C)n1-c1cccnc1
→ 73.0 | 82.0 | 7.7 | 0.7 | -0.2 | -7.9 | -1.9 | 1.0 | -7.2
COc1ccc(/C(N)=N/OC(=O)c2ccco2)cc1
→ 100.0 | 97.0 | 29.1 | -6.1 | 0.8 | 8.8 | -0.1 | 3.0 | -3.2
CN1CCN(CCCNC(=O)c2cc3c(=O)oc4ccccc4c3s2)CC1
→ 101.0 | 106.0 | 7.0 | -15.4 | 0.5 | -35.6 | 0.1 | 6.0 | -3.2
COC(=O)c1ccccc1N=Nc1c(N)n[nH]c1N
→ 97.0 | 97.0 | 2.0 | -12.5 | 0.3 | 2.1 | 0.5 | -3.0 | 0.4
Cc1cc(N2C(=O)C(O)=C(C(=O)c3ccc(C)o3)C2c2cccc(Oc3ccccc3)c2)no1 (configuration not stated)
→ 96.0 | 93.0 | 37.9* | -6.6 | 0.5 | 34.4 | -1.6 | -2.0 | -4.8
CC(NC(=O)c1ccccc1NC(=O)c1ccccc1)C(=O)N1CCOCC1 (configuration not stated)
→ 88.0 | 94.0 | -2.4 | -9.4 | -1.0 | -5.7 | -0.4 | -3.0 | -1.2
CC(=O)Nc1ccc(S(=O)(=O)N(C)CC(=O)N/N=C/c2cccs2)cc1
→ 102.0 | 106.0 | 13.0 | -11.1 | -0.1 | 40.3 | -0.2 | 6.0 | -7.8
CCOc1ccc(/C=C(/NC(=O)c2ccccc2Cl)C(=O)O)cc1
→ 114.0 | 107.0 | 12.1 | -3.2 | -0.7 | 30.5 | 0.3 | -1.0 | -5.3
O=C1C(=O)N(CC2CCCO2)C(c2ccco2)/C1=C(/O)c1ccc(F)cc1 (configuration not stated)
→ 96.0 | 90.0 | -5.0 | -7.3 | 0.5 | 8.1 | 1.2 | -3.0 | -4.6
COc1ccc(CNC(=O)C2CCN(C(=O)c3ccccc3)CC2)cc1
→ 106.0 | 110.0 | 2.3 | -0.4 | -1.0 | 9.0 | -0.4 | 8.0 | -3.8
CN(C)c1ccc(-c2nn3c(-c4cccnc4)nnc3s2)cc1
→ 98.0 | 101.0 | 0.1 | x | 0.5 | -17.9 | -0.4 | 4.0 | x
CC1CCCN(C(=O)CSc2nnc(-c3cccnc3)n2C2CCCCC2)C1 (configuration not stated)
→ 100.0 | 96.0 | -6.1 | 10.3 | 0.1 | 2.6 | 0.9 | 2.0 | -6.9
CCSS(=O)(=O)c1cccc2cccnc12
→ 103.0 | 98.0 | 7.5 | -1.8 | -0.2 | 54.8 | 0.3 | 3.0 | 1.6
Cc1cc(C)n(-c2nc3ccccc3c(=O)n2OCC#N)n1
→ 105.0 | 103.0 | 22.9 | -18.1 | x | 9.4 | x | 11.0 | -6.6
Cn1c(=O)c(NCCO)c2c3c(cccc31)C(=O)c1ccccc1-2
→ 104.0 | 98.0 | 16.7 | 61.5* | 569.1* | 27.6 | 521.5* | 3.0 | 0.6
CC(C)(C)c1ccc(/C=N/NC(=O)CN2CCS(=O)(=O)CC2)cc1
→ 100.0 | 104.0 | 2.7 | -9.1 | -0.2 | 19.0 | 0.8 | 4.0 | -3.0
CC1(C)Cc2nc(N3CCOCC3)c(C#N)cc2CO1
→ 112.0 | 106.0 | 11.4 | -2.5 | 0.9 | -4.6 | 0.4 | 2.0 | -2.9
O=C(O)CC12CC3CC(C1)CC(n1ncc(NCc4ccco4)c(Cl)c1=O)(C3)C2
→ 100.0 | 96.0 | -1.5 | -7.6 | 0.6 | 32.2 | 0.4 | 4.0 | 15.5*
OCCN(CCO)c1ccc2ccccc2c1
→ 104.0 | 102.0 | -13.1 | 6.5 | -0.4 | -12.2 | 0.0 | -4.0 | -3.8
CCOC(=O)CC(=O)NC(CC(=O)OC)c1ccc(C(C)C)cc1 (configuration not stated)
→ 92.0 | 96.0 | -0.6 | -1.5 | 0.6 | 32.6 | -0.7 | -56.0 | -3.9
Cc1ccc(O)c(-c2cc(C(=O)Nc3cccnc3)[nH]n2)c1
→ 100.0 | 97.0 | 6.9 | 6.6 | 1.1 | 7.7 | 1.0 | 0.0 | 1.6
C/C(=N\Nc1ncc(Cl)cc1Cl)c1ccc(OC(F)F)cc1
→ 103.0 | 101.0 | 28.1 | -0.4 | -1.5 | -7.9 | -2.4 | 10.0 | 3.8
CCOC(=O)c1c(NC(=O)C2CC(Cl)=CCC2C(=O)O)sc2c1CC(C)(C)OC2 (configuration not stated)
→ 115.0 | 104.0 | -2.5 | -3.2 | 0.0 | 52.8 | -1.7 | -1.0 | -3.3
Cc1ccc(C(=O)CSc2nnc(CNc3nc(-c4ccccc4)cs3)n2C)cc1
→ 99.0 | 98.0 | -13.8 | -8.6 | 0.5 | 38.7 | -1.1 | -10.0 | 2.8
Cc1ccc(S(=O)(=O)N(C)CCCC(=O)N2CCCCC2)cc1
→ 108.0 | 112.0 | -17.2 | -13.7 | -0.1 | 23.5 | -1.0 | 10.0 | -1.3
CCOc1cc(N2CCOCC2)c(OCC)cc1NC(=O)Cc1cccc(OC)c1
→ 105.0 | 103.0 | -26.6 | -5.1 | -0.3 | 39.3 | -0.8 | 8.0 | -3.3
Cc1ccc2nc(Cc3ccc(N)cc3)[nH]c2c1
→ 94.0 | 98.0 | 6.8 | 0.7 | -0.5 | -13.6 | 1.1 | -4.0 | 1.8
COc1cccc(OC)c1C(=O)NC(=S)Nc1ccc2oc(-c3ccncc3)nc2c1
→ 103.0 | 95.0 | 11.4 | -2.5 | 1.3 | 22.8 | -0.3 | 0.0 | -7.3
CC(C)=N/N=C1/NC(=O)C(CC(=O)Nc2cc(Cl)ccc2C)S1 (configuration not stated)
→ 98.0 | 99.0 | -8.1 | -9.1 | -0.2 | -3.9 | -0.2 | -1.0 | -10.3
COc1cc(C)ccc1OCc1cc(C(=O)N2CCN(C)C[C@@H]2c2ccccc2)no1
→ 106.0 | 105.0 | 9.5 | -6.2 | 4.7 | 36.0 | 1.5 | 6.0 | -9.6

Quoted at random: 4 compounds from above
The line under a structure holds: MEKK3 PB1 HTS | MEKK2wt PB1 HTS | NALP1 inh | GPR7 antagonist | V1aR counter | PHOSPHO1 block | OXTR agonist | MEKK2 mut-MEK5 | GalR3 antag
CCOC(=O)CC(=O)NC(CC(=O)OC)c1ccc(C(C)C)cc1 (configuration not stated)
→ 92.0 | 96.0 | -0.6 | -1.5 | 0.6 | 32.6 | -0.7 | -56.0 | -3.9
C/C(=N\Nc1ncc(Cl)cc1Cl)c1ccc(OC(F)F)cc1
→ 103.0 | 101.0 | 28.1 | -0.4 | -1.5 | -7.9 | -2.4 | 10.0 | 3.8
Cc1ccc(S(=O)(=O)N(C)CCCC(=O)N2CCCCC2)cc1
→ 108.0 | 112.0 | -17.2 | -13.7 | -0.1 | 23.5 | -1.0 | 10.0 | -1.3
O=C(O)CC12CC3CC(C1)CC(n1ncc(NCc4ccco4)c(Cl)c1=O)(C3)C2
→ 100.0 | 96.0 | -1.5 | -7.6 | 0.6 | 32.2 | 0.4 | 4.0 | 15.5*
